Bioassay records as filed in PubChem BioAssay.
Dengue-2 NS5 capping – Dengue-2 NS5 methyltransferase inhibitors, primary screen, biochemical, confirmation dose response (AID 588689); Dengue-2 NS5 methyltransferase capping enzyme assay, biochemical; higher % means a stronger effect; one-dose inhibition, % at 25 µM; IC50 in µM for titrated hits; 340,000 tested, 0.3% active; Genome polyprotein (Dengue virus type 2 (strain 16681-PDK53)); in the data active = a potency from the dose series; inconclusive = inhibition above about 29% without an active follow-up result
West Nile antiviral – West Nile virus antiviral activity, cell-based, CPE readout (AID 1621); West Nile virus-infected cells, CPE inhibition; higher % means a stronger effect; CPE inhibition, % at 10 µM, or IC50 in µM where a hit was titrated; 290,000 tested, 0.02% active; in the data active = a potency from the dose series; inconclusive = CPE inhibition mostly from about 3.7% at the one dose, without a potency; inactive = the rest, 99 in 100 with CPE inhibition below about 2.2%; note: strong numbers were not always called active
Dengue-2 NS5 capping pilot replicate – recorded beside Dengue-2 NS5 capping, whose call it bears; inhibition, %; measured here: pilot screen replicate inhibition
The depositor's hits bear a star; ? = inconclusive; . = no result given; & = joins results of further samples. A portion of the library; the hit share may differ from the screen's.

SMILES	Dengue-2 NS5 capping	West Nile antiviral	others
COc1ccc(NC(=O)CN(C)C(=O)CSC(c2ccccc2)c2ccccc2)cc1	-5%	.
C[C@]12CCC3C(CC[C@H]4C[C@H](O)CC[C@]34C)C1[C@@H](O)C[C@@H]2O (some centres not stated)	10%	.
Cc1ccc(C(=O)N2CC2C)cc1 (configuration not stated)	-2%	.
CO[C@H]1C=C2CCN(C)[C@H]2C2c3cc4c(cc3C(=O)O[C@@H]21)OCO4 (some centres not stated)	-7%	.
CCOP(=O)(OCC)OCC	-6%	.
CC(=O)O[C@H]1CC[C@@]2(C)C(=CC(=O)C3C2CC[C@@]2(C)C3C[C@H](OC(C)=O)[C@@H]2OC(C)=O)C1 (some centres not stated)	7%	.
Nc1c(Br)cc([N+](=O)[O-])cc1[N+](=O)[O-]	1%	.
COC(=O)C1=C(c2ccc(C(C)=O)cc2)C[C@@H]2CC[C@H]1N2C(=O)N1CCCCC1	-3%	.
C=CCNC(=S)N1Cc2ccccc2-n2nncc2C1	-4%	.
C[C@]12CCC3C(CC[C@H]4C[C@@H](O)CC[C@]34C)C1CCC2=O (some centres not stated)	8%	.
CC(=O)Nc1ccc(S(=O)(=O)N2Cc3ccccc3-n3nncc3C2)cc1	0%	.
CS(=O)(=O)c1ccc(C2=C(CNC(=O)c3nccs3)[C@H]3CC[C@@H](C2)N3CCOc2ccccc2)cc1	1%	.
COC(=O)C1=C(c2c(C)noc2C)C[C@@H]2CC[C@H]1N2C(=O)NCC1CC1	-7%	.
NC(=O)c1c(Br)n(C2OC(CO)C(O)C2O)c2ncnc(N)c12 (configuration not stated)	-12%	.
Nc1ccc(CC2=NCCN2)cc1	2%	.

Random excerpt: two compounds from above.
SMILES	Dengue-2 NS5 capping	West Nile antiviral	others
C=CCNC(=S)N1Cc2ccccc2-n2nncc2C1	-4%	.
CC(=O)O[C@H]1CC[C@@]2(C)C(=CC(=O)C3C2CC[C@@]2(C)C3C[C@H](OC(C)=O)[C@@H]2OC(C)=O)C1 (some centres not stated)	7%	.

The results go on.
SMILES	Dengue-2 NS5 capping	West Nile antiviral	others
CC12CCC3C(CCCC4CC(=O)CCC43C)C1CCC2O (configuration not stated)	-2%	.
CN1CCN(C(=O)COc2ccc(S(=O)(=O)Nc3ccc(Cl)cc3)cc2)CC1	-2%	.
CCOC(=O)CC1c2ccccc2-n2nncc2CN1CC1CCCCC1 (configuration not stated)	-3%	.
COC(=O)C1=C(c2ccc(OC)c(OC)c2)C[C@@H]2CC[C@H]1N2C(=O)NCc1cccc2ccccc12	2%	.
COc1cc2c(c(OC)c1OC)-c1ccc(O)cc1[C@@H](NC(C)=O)CC2	-2%	.
CC(=O)OC(C)(C)/C=C/C(=O)C(C)(O)C1C(O)CC2(C)C3CC=C4C(CC(O)C(=O)C4(C)C)C3(C)C(=O)CC12C (configuration not stated)	-11%	.
Nc1cccc(SC2CC(=O)N(c3ccc(Cl)cc3C(=O)c3ccccc3)C2=O)c1 (configuration not stated)	-5%	.
CCOC(=O)[C@]12Cc3cc(OC)c(OC)cc3[C@H]1N(Cc1ccccc1)C(=O)c1ccccc12	3%	.
COc1ccc2c(c1OC)C(=O)O[C@H]2[C@@H]1c2cc3c(cc2CCN1C)OCO3	?	.
Cc1ccc(-c2cc(-c3ccccc3)cc(-c3ccccc3)[n+]2-c2ccc(C(=O)O)cc2)cc1	2%	.
O=C1NC(=O)C(Nc2ccc(Cl)c(Cl)c2)C(=O)N1	-1%	.
COC(=O)C1=C(c2ccc(OC)c(OC)c2)C[C@@H]2CC[C@H]1N2C(=O)NCCOc1ccccc1Cl	-6%	.
COc1ccc2c(c1O)-c1c(OC)c(OC)cc3c1[C@H](C2)N(C)CC3	88%	.
Cc1cccc(NP2(=O)NCCCN2)c1	5%	.
COC(=O)C1=C(c2ccc(OC(F)(F)F)cc2)C[C@@H]2CC[C@H]1N2C(=O)N1CCCC1	-6%	.
N#CC1c2ccccc2-n2nncc2CN1S(=O)(=O)c1ccccc1 (configuration not stated)	2%	.	Dengue-2 NS5 capping pilot replicate=-6.1
COc1ccc2[nH]c(C)c(CCNCc3cn(C)c4ccccc34)c2c1	2%	.
COC(=O)C1=C(c2ccc3ccccc3c2)C[C@@H]2CC[C@H]1N2C(=O)N1CCCCC1	-4%	.
COC(=O)C1=C(c2cccc(OCc3ccccc3)c2)C[C@@H]2CC[C@H]1N2C(=O)NCc1ccc([N+](=O)[O-])cc1	-8%	.
COC(=O)C1=C(c2ccc(OCc3ccccc3)cc2)C[C@@H]2CC[C@H]1N2C(=O)NCc1ccc([N+](=O)[O-])cc1	-1%	.
COc1cc2c(c(OC)c1OC)-c1ccc(O)c(=O)cc1[C@@H](NC(C)=O)CC2	-4%	.
CC(Cc1ccccc1)NCCC(c1ccccc1)c1ccccc1 (configuration not stated)	-2%	.
CC(=O)OCC12CC(OC(=O)CC(C)C)C(C)=CC1OC1C(O)C(OC(C)=O)C2(C)C12CO2 (configuration not stated)	2%	.
CC[C@@H](O)C[C@H]1CCC[C@@]2(C[C@@H]3OC(=O)/C=C/[C@@](C)(O)[C@@H](O)[C@H](C)[C@@H](O)[C@H](OC4CCC(N(C)C)C(C)O4)[C@@H](O)[C@](C)(O)CCCCC/C=C/[C@@H]4CC(C)(C)O[C@@]4(O)C[C@H](O2)[C@H]3C)O1 (some centres not stated)	-10%	.
COc1cccc(C2CCN(C)C2)c1 (configuration not stated)	-6%	.
CC[C@H]1CN2CCC1C[C@@H]2[C@H](O)c1ccnc2ccc(OC)cc12 (some centres not stated)	-4%	.
O=C(OC1CCN(CCCl)CC1)C(c1ccccc1)c1ccccc1	-1%	.
Cc1nn(CC(C)C)c(Cl)c1C(=O)NC1CCCCC1	2%	.
O=[N+]([O-])c1cnc[nH]1	-2%	.
COC(=O)C1=C(c2ccccc2OCc2ccccc2)C[C@@H]2CC[C@H]1N2C(=O)NCCOc1ccccc1Cl	-2%	.
OCCCCO	-3%	.
CCOC(=O)C1(c2ccccc2)CCN(CC(O)c2ccc(NC(C)=O)cc2)CC1 (configuration not stated)	-5%	.
O=C(NCC1=C(c2cccc3ccccc23)C[C@@H]2CC[C@H]1N2Cc1ccco1)c1ccc([N+](=O)[O-])cc1	1%	.
NCCc1cc(O)c(O)cc1O	-6%&2%	.
CC(=O)N1Cc2cnnn2-c2ccccc2C1(C#N)Cc1ccccc1 (configuration not stated)	-2%	.	Dengue-2 NS5 capping pilot replicate=1.2
COC(=O)C1=C(c2cccc(C#N)c2)C[C@@H]2CC[C@H]1N2C(=O)NCc1ccco1	0%	.
O=C(O)c1ccc(-[n+]2c(-c3ccccc3)cc(-c3ccccc3)cc2-c2ccccc2)cc1	-2%	.
c1ccc2c(c1)cc1ccc3cccc4ccc2c1c34	-2%	.
O=[N+]([O-])c1ccccc1Cl	1%	.
COc1cc2c(cc1OC)C1C(=O)c3ccc4c(c3OC1CO2)CC(C(C)C)O4 (configuration not stated)	-16%	.
c1ccc(CNC2CN3CCC2CC3)cc1 (configuration not stated)	1%	.
Nc1cc(Cl)cc(Cl)c1	1%	.
Cn1cnc(CCN)c1	-1%	-0.4%
c1ccc2c(N3CCNCC3)cccc2c1	-14%	0.0%
CNCC(O)c1cc(F)c(OCc2ccccc2)c(OCc2ccccc2)c1F (configuration not stated)	-6%	?
C[C@]12CC[C@H](O)CC1=CC[C@@H]1[C@@H]2CC[C@]2(C)C(=O)CC[C@@H]12	-5%	0.2%
COC(=O)C1=C(c2cccc(OC)c2OC)C[C@@H]2CC[C@H]1N2C(=O)NC1CC1	-4%	-0.1%
O=C(O)CC[N+](=O)[O-]	1%	-0.7%
COC(=O)C1=C(c2cc3ccccc3o2)C[C@@H]2CC[C@H]1N2C(=O)NCc1ccccc1	-3%	-0.9%
CCCNC(=O)N1[C@H]2CC[C@@H]1C(C(=O)OC)=C(c1cccc(OC)c1OC)C2	-3%	-0.3%
COC(=O)C1=C(c2ccc(S(C)(=O)=O)cc2)C[C@@H]2CC[C@H]1N2C(=O)NCCCOC(C)C	-2%	0.2%
COC(=O)C1=C(c2cc3ccccc3o2)C[C@@H]2CC[C@H]1N2C(=O)NCc1ccco1	-12%	2.2%
COC(=O)C1=C(c2ccccc2)C[C@@H]2CC[C@H]1N2C(=O)N1CCOCC1	-1%	-0.8%
CCNc1nc(NC(C)(C)C)nc(SC)n1	?	-0.4%
C[N+]1(C)CCC(OC(=O)C(c2ccccc2)c2ccccc2)CC1	?	-0.1%
CC(C)NS(=O)(=O)c1ccc(OCC(=O)N2CCN(Cc3ccccc3)CC2)cc1	-1%	0.0%
Cc1ccc(C(=O)Nc2ccc(Cl)cc2C(=O)c2ccccc2)cc1	-3%	-0.2%
CN1CCC2(CC1)NC(=O)C1=C(CN(C)CC1)N2	-3%	0.0%
CCCNC(=O)N1[C@H]2CC[C@@H]1C(C(=O)OC)=C(c1cc3ccccc3s1)C2	-6%	-1.3%
Nc1ncnc2c1ccn2[C@@H]1O[C@H](CO)[C@@H](O)[C@H]1O	-1%	-0.1%

Ordered by number of heavy atoms (highest first): 27 of the compounds above.
SMILES	Dengue-2 NS5 capping	West Nile antiviral	others
CC[C@@H](O)C[C@H]1CCC[C@@]2(C[C@@H]3OC(=O)/C=C/[C@@](C)(O)[C@@H](O)[C@H](C)[C@@H](O)[C@H](OC4CCC(N(C)C)C(C)O4)[C@@H](O)[C@](C)(O)CCCCC/C=C/[C@@H]4CC(C)(C)O[C@@]4(O)C[C@H](O2)[C@H]3C)O1 (some centres not stated)	-10%	.
CC(=O)OC(C)(C)/C=C/C(=O)C(C)(O)C1C(O)CC2(C)C3CC=C4C(CC(O)C(=O)C4(C)C)C3(C)C(=O)CC12C (configuration not stated)	-11%	.
COC(=O)C1=C(c2ccccc2OCc2ccccc2)C[C@@H]2CC[C@H]1N2C(=O)NCCOc1ccccc1Cl	-2%	.
CS(=O)(=O)c1ccc(C2=C(CNC(=O)c3nccs3)[C@H]3CC[C@@H](C2)N3CCOc2ccccc2)cc1	1%	.
COC(=O)C1=C(c2ccc(OC)c(OC)c2)C[C@@H]2CC[C@H]1N2C(=O)NCCOc1ccccc1Cl	-6%	.
CCOC(=O)[C@]12Cc3cc(OC)c(OC)cc3[C@H]1N(Cc1ccccc1)C(=O)c1ccccc12	3%	.
COC(=O)C1=C(c2ccc(S(C)(=O)=O)cc2)C[C@@H]2CC[C@H]1N2C(=O)NCCCOC(C)C	-2%	0.2%
COc1ccc(NC(=O)CN(C)C(=O)CSC(c2ccccc2)c2ccccc2)cc1	-5%	.
COC(=O)C1=C(c2ccc3ccccc3c2)C[C@@H]2CC[C@H]1N2C(=O)N1CCCCC1	-4%	.
COC(=O)C1=C(c2cccc(C#N)c2)C[C@@H]2CC[C@H]1N2C(=O)NCc1ccco1	0%	.
CCCNC(=O)N1[C@H]2CC[C@@H]1C(C(=O)OC)=C(c1cccc(OC)c1OC)C2	-3%	-0.3%
CC(=O)Nc1ccc(S(=O)(=O)N2Cc3ccccc3-n3nncc3C2)cc1	0%	.
COc1cc2c(c(OC)c1OC)-c1ccc(O)cc1[C@@H](NC(C)=O)CC2	-2%	.
CC(Cc1ccccc1)NCCC(c1ccccc1)c1ccccc1 (configuration not stated)	-2%	.
CC[C@H]1CN2CCC1C[C@@H]2[C@H](O)c1ccnc2ccc(OC)cc12 (some centres not stated)	-4%	.
NC(=O)c1c(Br)n(C2OC(CO)C(O)C2O)c2ncnc(N)c12 (configuration not stated)	-12%	.
C[C@]12CCC3C(CC[C@H]4C[C@H](O)CC[C@]34C)C1[C@@H](O)C[C@@H]2O (some centres not stated)	10%	.
C[C@]12CCC3C(CC[C@H]4C[C@@H](O)CC[C@]34C)C1CCC2=O (some centres not stated)	8%	.
C=CCNC(=S)N1Cc2ccccc2-n2nncc2C1	-4%	.
c1ccc(CNC2CN3CCC2CC3)cc1 (configuration not stated)	1%	.
Cc1cccc(NP2(=O)NCCCN2)c1	5%	.
COc1cccc(C2CCN(C)C2)c1 (configuration not stated)	-6%	.
Nc1ccc(CC2=NCCN2)cc1	2%	.
CCOP(=O)(OCC)OCC	-6%	.
O=[N+]([O-])c1ccccc1Cl	1%	.
Nc1cc(Cl)cc(Cl)c1	1%	.
O=C(O)CC[N+](=O)[O-]	1%	-0.7%
